RAD52 inh – RAD52 (human) annealing inhibition. actives 0.46% (n = 360,000). recombinant RAD52 DNA annealing, FRET fluorescence. inhibition, % at 18.7 µM. AID 651710. P43351;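 active = every replicate showing at least 50% inhibition; inconclusive = mean inhibition at least 50% but not in every replicate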
RAD54 inh – blocks human RAD54 Holliday junction branch migration; Q92698; FAM/BHQ fluorescence; inhibition, % at 10.4 µM; actives 0.14% (n = 360,000); AID 602329;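 active = mean normalized replicate activity at least 40 and at least half of replicates scoring 40 or more; inconclusive = only one of the two criteria met; inactive = mean below 40 and under half of replicates reaching 40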;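 note: 0% = median of neutral control wells and 100% = median of positive control wells; inhibitors cause a drop in the FAM fluorescence signal; in these data hits start at about 50%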
Target sequence (Q92698 whole entry, looked up): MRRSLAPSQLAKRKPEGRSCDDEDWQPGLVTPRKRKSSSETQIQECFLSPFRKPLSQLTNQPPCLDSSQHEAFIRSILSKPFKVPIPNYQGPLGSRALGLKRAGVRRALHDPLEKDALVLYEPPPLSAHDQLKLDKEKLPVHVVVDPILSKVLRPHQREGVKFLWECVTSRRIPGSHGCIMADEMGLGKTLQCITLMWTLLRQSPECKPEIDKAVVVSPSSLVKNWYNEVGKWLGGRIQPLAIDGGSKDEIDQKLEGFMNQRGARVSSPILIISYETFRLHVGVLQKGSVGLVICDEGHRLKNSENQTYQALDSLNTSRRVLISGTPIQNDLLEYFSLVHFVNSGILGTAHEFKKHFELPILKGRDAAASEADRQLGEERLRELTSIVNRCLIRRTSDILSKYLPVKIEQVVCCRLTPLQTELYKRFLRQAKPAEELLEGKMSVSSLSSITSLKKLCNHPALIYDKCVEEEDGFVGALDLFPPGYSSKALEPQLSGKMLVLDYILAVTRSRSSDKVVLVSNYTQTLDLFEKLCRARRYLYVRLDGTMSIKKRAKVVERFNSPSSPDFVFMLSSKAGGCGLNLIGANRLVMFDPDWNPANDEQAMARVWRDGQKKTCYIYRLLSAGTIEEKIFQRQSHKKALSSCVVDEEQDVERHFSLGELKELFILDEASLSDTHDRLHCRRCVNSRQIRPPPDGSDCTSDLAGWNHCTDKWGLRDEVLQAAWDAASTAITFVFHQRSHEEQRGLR
Casp6 inh – caspase-6 (human) enzyme inhibition; P55212; purified caspase-6, Z-VEID-R110 cleavage fluorescence; inhibition, % at 12.5 µM; actives 0.53% (n = 350,000);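 active = mean inhibition across replicates at least about 35%, with every replicate also reaching that limit, limit read from the data; inconclusive = only one of the two criteria met; inactive = neither criterion met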;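 note: 0% = median of neutral control wells and 100% = no fluorescence left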
Target sequence (P55212 24-179 limits assumed): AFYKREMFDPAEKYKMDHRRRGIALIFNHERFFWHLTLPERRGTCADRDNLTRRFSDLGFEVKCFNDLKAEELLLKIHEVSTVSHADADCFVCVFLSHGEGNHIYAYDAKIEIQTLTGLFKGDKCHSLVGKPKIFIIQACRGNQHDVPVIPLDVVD
Target sequence (P55212 194-293 limits assumed): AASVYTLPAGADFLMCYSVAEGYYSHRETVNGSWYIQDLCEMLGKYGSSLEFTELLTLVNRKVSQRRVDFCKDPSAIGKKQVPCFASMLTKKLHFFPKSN
DENV2 CPE rescue – inhibitors of DENV2 cytopathic effect. DENV2-infected cells, cytopathic effect rescue, plate reader. CPE inhibition, % at 9.99 µM. actives 1.7% (n = 350,000). AID 651640; in the data active = CPE inhibition above about 20%, passing the limit was not always enough; inconclusive = no clear call, values can overlap the other calls; tested in BHK-21 cells;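 note: 0% = median of neutral control wells and 100% = median of positive control wells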
INS-1E GSIS act – primary screen for activators of insulin secretion dependent on glucose, INS-1E cells, GLuc reporter luminescence | INS-1E GLuc reporter insulin secretion, 2-3 h | activation, % at 16.6 µM | actives 0.61% (n = 370,000);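 active = lowest replicate activation of at least 40%, so every replicate reaches that level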;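 note: 0% = median of neutral control wells and 100% = median of IBMX positive control wells; some compounds called inactive have numbers as strong as hits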
E-selectin induc – E-selectin induction on HUVECs; actives 0.37% (n = 260,000); HUVEC E-selectin immunofluorescence imaging; normalized: neutral wells 0, TNF-alpha wells 100; activation, % at 7.58 µM; AID 686992; P16581;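 active = mean E-selectin-positive cell signal at least 10% of the positive control, reached in at least 60% of replicates, without over 20% cell loss; inconclusive = no rule given, readout overlaps actives, possibly toxicity-flagged; inactive = the rest, including those meeting only one limit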;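 note: in these data hits start at about 27%; measured in HUVEC primary endothelial cells; signal is the percent of cells scored E-selectin positive by PE staining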
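Test system: HUVEC | Signal: Immunofluorescence imaging | Read-out: Percent E-selectin-positive cells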
XiGFP reactiv – reactivates the inactive X chromosome in mouse fibroblasts | XiGFP mouse fibroblasts, % GFP-positive cells imaging, 3 d; cells co-treated with 5-aza-dC sensitizer; scaled so ellipticine positive control = 100% | activation, % at 7.58 µM | actives 0.055% (n = 360,000) | AID 743238;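 active = mean normalized replicate activation at least 10% and every replicate at or above 10%; inconclusive = only one of the two criteria met; inactive = mean below 10% and not all replicates reach 10%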;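 note: 0% = median of on-plate neutral control wells and 100% = ellipticine 6 µM median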
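material = 68-5-11 XiGFP fibroblast line | medium = DMEM plus 5-aza-dC sensitizer | schedule = 3 days compound exposure | benchmarks = positive control ellipticine, 6 µM final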
CFTR F508del cor – CFTR F508del correction in bronchial cells; CFBE cells, YFP halide quenching; stimulated with forskolin plus potentiator P3; % fluorescence drop versus neutral controls; actives 0.36% (n = 350,000); activity (quench increase), % at 7.58 µM;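 active = mean added fluorescence quench of at least 8% versus neutral control, with both replicates also reaching 8%; inconclusive = only one of the mean or replicate conditions met; inactive = mean below 8% and not both replicates reaching 8%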;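 note: cells transiently co-express mutant CFTR-F508del with the halide-sensitive YFP; corrector assay measuring rescue of mutant channel to the surface after 24 h compound exposure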
* = called active by the depositor; ? = inconclusive; nt = not tested or not shown.

SMILES	RAD52 inh	RAD54 inh	Casp6 inh	DENV2 CPE rescue	INS-1E GSIS act	E-selectin induc	XiGFP reactiv	CFTR F508del cor
CCCNC(=O)N(C)C[C@@H]1Oc2cc(-c3cccnc3)ccc2S(=O)(=O)N([C@H](C)CO)C[C@H]1C	-1	0	-3	6	3	-0.2	0.0	1.4
CCNC(=O)C(CCSC)NS(=O)(=O)c1ccc(C)cc1 (stereo not given)	-12	4	-1	-5	8	-0.3	-0.1	0.8
COCC(=O)N(C)C[C@@H]1Oc2ncc(C#Cc3cccnc3)cc2C(=O)N([C@@H](C)CO)C[C@@H]1C	6	9	0	-3	4	-0.2	-0.1	0.2
O=C(CSc1nnc(-c2cccc(F)c2)o1)NC1CCCC1	-13	2	2	0	15	nt	0.0	-2.0
COc1ccccc1NC(=O)c1nnn(CC(=O)Nc2cc(C)cc(C)c2)c1N	9	-1	1	6	-10	nt	0.1	1.0
COc1ccc(C2c3[nH]c4ccccc4c3C[C@H]3C(=O)N(CCCO)CC(=O)N23)cc1OC (stereo not given in full)	-2	0	-1	-3	9	0.7	0.0	1.2
CC(CCc1ccccc1)NC(=O)CCNC(=O)Cn1ccc2ccccc2c1=O (stereo not given)	-4	nt	-1	4	10	-0.9	-0.3	-1.2
CS(=O)(=O)c1cccc(-c2nnc(NC(=O)c3ccc(S(=O)(=O)N4CCCC4)cc3)o2)c1	-16	0	2	61*	31	-0.1	0.0	2.1
O=C1c2ccccc2C(O)(c2ccccc2)N1c1ccc([N+](=O)[O-])cc1Cl (stereo not given)	-29	13	-2	20	-14	2.7	0.3	0.2
CC(C)NC(=O)N1C[C@@H]2[C@H](c3ccccc31)[C@H](CO)N2Cc1ccc(Cl)cc1	-12	16	4	9	3	0.1	0.4	1.1
Cc1ccc(NC(=O)CCC(=O)NNC(=O)Nc2cccc(Cl)c2)c(C)c1	0	-5	2	-1	-1	nt	0.0	-2.1
CCCCN(CC)Cc1c(O)ccc2c3c(c(=O)oc12)CCC3	2	nt	-5	3	-9	-2.5	0.1	1.9
CCC1(c2ccc(F)cc2)NC(=O)N(CC(=O)Nc2cccc(S(=O)(=O)N3CCOCC3)c2)C1=O (stereo not given)	-23	4	4	13	-54	nt	0.0	-5.2
COc1cc2c(cc1OC)CN(C(=O)c1ccc(S(=O)(=O)N(C)c3ccccc3)cc1)CC2	-22	5	0	3	2	nt	0.4	4.1
O=C([C@@H]1[C@@H](CO)[C@@H]2Cn3c(cccc3=O)[C@@H]2N1CC1CCCCC1)N1CCOCC1	-5	nt	2	2	4	0.4	0.6	-0.2
Cc1cccc(-c2noc(-c3c(C)noc3C)n2)c1	-11	-10	3	11	8	0.0	-0.1	1.4
O=c1c(Cl)c(N2CCN(c3ccc(F)cc3)CC2)cnn1C12CC3CC(CC(C3)C1)C2	0	nt	0	2	11	nt	0.0	nt
CCOC(=O)C(NC(=O)CC)(Nc1ccc(S(N)(=O)=O)cc1)C(F)(F)F (stereo not given)	-14	-16	-2	5	-6	nt	0.1	3.4
O=S1(=O)CC(N2CCCCC2)CN1Cc1cn(Cc2ccc(C(F)(F)F)cc2)nn1 (stereo not given)	-1	nt	1	4	13	-0.1	0.0	0.3
COc1ccc(-c2ccccc2[C@@H]2[C@@H](C#N)N(C(=O)C3CCOCC3)[C@H]2CO)cc1	-18	nt	-1	-3	11	0.0	0.1	4.8
CN(C)C(=O)CCc1ccc2c3c([nH]c2c1)[C@]1(C)[C@@H](C(=O)N2CCOCC2)C[C@H](CC(=O)NCc2ccco2)C(=O)N1CC3	-1	-4	-1	0	4	-0.6	0.5	0.6
COc1cccc(-c2ccc3n(c2=O)C[C@H]2[C@H](CO)[C@@H](C(=O)NCC4CC4)N(C(C)=O)[C@@H]32)c1	-9	-5	-2	5	15	-0.4	0.0	nt
O=C(/C=C/c1ccccc1)NCCOc1ccccc1	5	5	-3	-5	-5	0.4	0.0	nt
C/C(=N\NS(=O)(=O)c1ccc(Cl)cc1)c1ccc(NC(=O)c2ccco2)cc1	-18	nt	6	-4	-11	nt	0.0	1.0
C[C@@H]1CN([C@@H](C)CO)S(=O)(=O)c2ccc(-c3ccccc3F)cc2O[C@H]1CN(C)Cc1cncnc1	9	-6	-4	-7	-12	-0.2	0.0	-4.4
Cc1ccc(S(=O)(=O)N2CCCCC2CCNC(=O)C(=O)NCC2CCCO2)cc1 (stereo not given)	-10	1	2	?	5	0.2	-0.1	-2.2
O=C1NC(=S)N/C1=C/c1cccn1-c1ccc([N+](=O)[O-])cc1	-4	nt	-2	3	46	0.2	0.0	2.7
O=C(NC1CCC1)[C@H]1[C@H](CO)[C@H]2Cn3c(ccc(-c4ccccc4)c3=O)[C@H]2N1CCc1ccccc1	2	-14	0	-12	-14	0.0	-0.1	-0.3
O=C(NC1CCCC1)c1ccc(COCC(F)(F)F)o1	-10	nt	1	-2	2	nt	nt	-3.2
COc1cccc(CNC(=O)CN2C(=O)c3ccccc3S2(=O)=O)c1	-4	4	-3	8	-6	nt	0.0	2.9
CN(CC(=O)Nc1ccccc1Br)C(=O)c1ccccc1Cc1ccccc1	-3	-3	2	-5	-42	-0.2	0.0	-0.6
Cc1ccc(S(=O)(=O)Nc2cccc3c2O[C@@H](CN(C)S(=O)(=O)c2cn(C)cn2)[C@@H](C)CN([C@@H](C)CO)C3=O)cc1	nt	5	nt	nt	-1	0.1	-0.7	-2.1
CCCNC(=O)c1cc(C2CCCCN2C(=O)c2cc(OC)c(C)c(OC)c2)on1 (stereo not given)	-13	-1	1	10	-4	0.1	0.0	0.0
Cc1ccc(NC(=O)COc2cccc3c2OC(C)(C)C3)c(O)c1	3	-1	3	3	-26	-0.3	0.0	1.9
O=C(C[C@H]1C=C[C@@H](NC(=O)Nc2cc(F)ccc2F)[C@@H](CO)O1)NCc1ccccn1	-16	-9	1	-1	-1	0.1	0.4	-5.2
COCC(=O)Nc1ccc2c(c1)C(=O)N(C)C[C@@H](OC)[C@H](C)CN(CCc1ccccc1)[C@H](C)CO2	5	-9	0	15	-10	0.1	-0.3	1.2
COC[C@@]12C[C@H]3C(=O)N(Cc4ccccc4)C(=O)[C@H]3[C@@H](CO1)/C2=C\c1ccccc1	1	nt	-1	1	nt	nt	nt	2.6
O=C(C[C@H]1CC[C@@H]2[C@H](COC[C@H](O)CN2CCc2ccccc2)O1)N1CCC(Cc2ccccc2)CC1	8	-2	-2	-4	-24	-0.1	0.1	-2.7
C[C@@H]1CN([C@@H](C)CO)S(=O)(=O)c2ccc(C#CCN(C)C)cc2O[C@@H]1CN(C)C(=O)CN(C)C	-8	-11	1	-2	0	-0.1	-0.7	-1.5
Cc1ccc(C)c(NC(=O)C2CC(=O)N(C3CCCCC3)C2)c1 (stereo not given)	-5	-5	3	9	-9	0.5	0.1	1.0
C[C@@H]1CCCCO[C@H](CN(C)CC2CC2)[C@@H](C)CN([C@H](C)CO)C(=O)c2cc(NC(=O)Cc3ccccc3)ccc2O1	9	3	2	13	23	0.0	0.3	0.1
O=C(N[C@@H]1CC[C@@H](CCNC(=O)C2CCCCC2)O[C@H]1CO)c1ccncc1	-13	-2	-3	18	4	0.8	0.3	0.5
Cc1cc(NC(=O)CSc2nc(=O)cc(N)n2-c2ccc(C)c(C)c2)no1	-3	7	2	-10	14	-0.6	-0.1	0.3
Cc1ccc(-n2c(N)c(C(=O)Nc3c(C)n(C)n(-c4ccccc4)c3=O)c3nc4ccccc4nc32)cc1	-29	-2	-1	5	-15	nt	-0.1	-3.1
COc1cc(/C=N/Nc2nc(C)nc3c2cnn3-c2ccccc2)ccc1O	-8	nt	1	1	-26	4.5	0.2	-2.5
Cc1cn([C@H]2C[C@H](O)[C@@H](CNCc3ccc(N4CCN(C)CC4)cc3F)O2)c(=O)[nH]c1=O	13	0	-15	1	-1	-0.5	-0.1	0.3
CC1CCC(NC(=O)COC(=O)CNC(=O)c2ccc3ccccc3c2)CC1 (stereo not given)	-11	7	4	9	-13	-0.2	0.0	-0.6
COc1cccc(NC(=O)C[C@@H]2CC[C@H]3[C@@H](COc4ccc(NC(=O)C5CC5)cc4C(=O)N3C)O2)c1	3	-8	2	-6	11	1.4	0.0	0.3
Cc1noc(C)c1S(=O)(=O)Nc1ccc2c(c1)CC(=O)N([C@H](C)CO)C[C@@H](C)[C@H](CN(C)S(=O)(=O)c1cn(C)cn1)O2	18	3	nt	4	-3	-0.4	-1.1	0.7
COc1ccccc1N(CC(=O)NCCN1CCOCC1)S(=O)(=O)c1ccc(C)cc1	-18	-11	1	-3	27	-0.1	0.0	-2.5
CCC(=O)N1C[C@H](C)[C@@H](OC)CN(C)C(=O)c2ccc(NC(=O)c3cc(C)on3)cc2OC[C@H]1C	nt	-5	nt	nt	5	-0.1	0.4	2.1
COc1ccc(CN(C)C[C@H]2OCCCC[C@H](C)Oc3ccc(NS(=O)(=O)c4ccc(OC)cc4)cc3C(=O)N([C@H](C)CO)C[C@@H]2C)cc1	nt	11	nt	6	3	-0.2	0.3	-0.5
CC12CN3CC(C)(CN(C1)C3c1cc(Br)ccc1O)C2=O (stereo not given)	-6	-9	-2	nt	2	nt	nt	nt
Cc1cc(O)c(-c2cc(C(=O)Nc3sc4c(c3C(=O)NCc3ccco3)CCC4)[nH]n2)cc1C	-15	nt	0	-6	nt	1.2	0.0	-4.0
CCOC(=O)N1CCN(Cc2nc3c(c(=O)[nH]c(=O)n3C)n2CCCc2ccccc2)CC1	-16	4	1	-5	8	nt	nt	0.9
CN(C)P(=NC(=O)COc1ccc(Cl)cc1Cl)(N(C)C)N(C)C	-8	nt	1	-2	nt	nt	nt	1.1
O=C(NC1CCN(c2ncccn2)CC1)c1ccccc1Cl	-9	-9	1	-3	nt	0.4	0.0	-0.7
COCC(=O)Nc1ccc2c(c1)C(=O)N(C)C[C@@H](OC)[C@@H](C)CN(C(=O)c1cccnc1)[C@H](C)CO2	-20	5	-2	4	6	0.4	0.1	-3.6
COc1cc2c(cc1OC)C(Nc1ccccc1)=NC(C)(C)C2	-4	2	0	-9	57*	-1.1	0.4	1.2
Cc1cccc(-c2ccc([C@H]3[C@H](CO)N4CCCCN(C(=O)NC(C)C)C[C@@H]34)cc2)c1	15	6	2	?	-23	-0.1	?	2.0
NC(=S)Nc1c(Cl)cccc1Cl	-13	nt	-2	0	nt	0.5	0.0	-0.2
O=C(COc1ccc(Cl)cc1Br)NC(=O)NC1CCCC1	-9	-3	1	1	-26	nt	0.0	2.3

High-throughput results (PubChem)
